Avidin fluor = compound fluoresces at 488/530 nm on avidin beads | compound fluorescence 488/530 nm, flow cytometry; stronger effect = higher value | fluorescence (KMESF) at 10 µM | 220,000 tested, 0.38% active | AID 1775; in the data active = fluorescence above about 47; also: inactives centre near 10
RGS8-Gao = human RGS8-Galphao interaction regulation; multiplexed bead flow cytometry, RGS8-Galphao binding; actives lie on both sides; response (percent of control binding), % at 10 µM; 220,000 tested, 0.34% active; in the data active = response below about 60% or above about 140%; inactive = in between;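 also: Galphao activated as the GDP aluminium fluoride complex binding bead-coupled RGS8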
ABCG2 inh = human ABCG2 inhibition, ABCB1 as counter-screen. Q9UNQ0. IgMXP3 cells, JC-1 efflux, flow cytometry. inhibition, % at 6.6 µM. 190,000 tested, 0.1% active;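 active = inhibition above 80%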;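 also: 0% = DMSO and 100% = nicardipine control wells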
Target sequence (Q9UNQ0 whole entry, looked up): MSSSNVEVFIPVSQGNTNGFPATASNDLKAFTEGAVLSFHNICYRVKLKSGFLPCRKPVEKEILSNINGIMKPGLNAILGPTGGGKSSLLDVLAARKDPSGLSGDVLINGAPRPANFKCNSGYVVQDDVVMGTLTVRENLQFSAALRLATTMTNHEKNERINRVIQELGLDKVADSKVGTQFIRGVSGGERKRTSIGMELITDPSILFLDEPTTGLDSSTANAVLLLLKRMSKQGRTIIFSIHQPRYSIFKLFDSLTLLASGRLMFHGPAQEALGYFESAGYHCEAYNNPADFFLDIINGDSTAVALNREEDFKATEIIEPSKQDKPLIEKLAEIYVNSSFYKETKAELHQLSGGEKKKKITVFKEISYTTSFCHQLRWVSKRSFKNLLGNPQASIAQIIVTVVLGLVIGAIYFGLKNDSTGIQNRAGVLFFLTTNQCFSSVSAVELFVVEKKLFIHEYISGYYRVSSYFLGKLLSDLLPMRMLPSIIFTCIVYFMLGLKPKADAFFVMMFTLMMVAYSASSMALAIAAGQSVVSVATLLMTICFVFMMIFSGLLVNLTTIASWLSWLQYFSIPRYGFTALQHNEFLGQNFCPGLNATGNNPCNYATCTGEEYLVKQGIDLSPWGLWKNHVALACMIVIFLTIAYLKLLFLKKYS
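material = IgMXP3 (ABCG2) plus far-red-tagged CCRF-Adr (ABCB1) cells | amount = 3 million cells/mL, equal mix of both lines | also added = JC-1 transporter substrate | dosing = one concentration, 6.6 µM final | schedule = 10 min at 25 °C | measured by = flow cytometric JC-1 green MFI at 530 nm | read-out basis = percent efflux inhibition, scaled nicardipine 100% to DMSO 0%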
ABCB1 block = blocks JC-1 efflux by human ABCB1 transporter. CCRF-Adr cells, flow cytometry. inhibition, % at 6.6 µM. 190,000 tested, 0.067% active. AID 1326; in the data active = inhibition above about 40%;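 also: 0% = vehicle and 100% = reference inhibitor; higher value means more JC-1 retained so stronger ABCB1 efflux block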
Mcl1 Bid PPI = Mcl-1/Bid interaction inhibition | Q07820 | TR-FRET Mcl-1/Bid-Dy647 peptide binding, 1536-well | inhibition, % at 21.7 µM | 220,000 tested, 0.97% active | AID 1021;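 active = compounds that cut the binding signal by more than half at the single screening dose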;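 also: His-tagged Mcl-1 with europium anti-His antibody binding Bid BH3 peptide; 0% = Mcl-1 plus peptide wells and 100% = peptide-only wells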
Target sequence (Q07820 whole entry, looked up): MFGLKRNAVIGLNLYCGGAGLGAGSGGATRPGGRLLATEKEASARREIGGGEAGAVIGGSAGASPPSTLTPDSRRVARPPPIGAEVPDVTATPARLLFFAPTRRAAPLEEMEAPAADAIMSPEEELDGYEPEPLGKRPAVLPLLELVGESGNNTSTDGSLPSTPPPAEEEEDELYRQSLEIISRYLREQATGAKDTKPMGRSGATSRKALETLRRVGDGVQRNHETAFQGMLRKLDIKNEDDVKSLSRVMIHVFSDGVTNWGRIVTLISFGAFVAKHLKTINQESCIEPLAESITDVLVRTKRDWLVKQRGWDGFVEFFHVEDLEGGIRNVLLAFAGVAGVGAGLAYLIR
RGS4-Gao reg = modulates binding of RGS4 to human Galphao. binding response (% of control), % at 10 µM. P09471. 220,000 tested, 0.33% active. Multiplexed bead flow cytometry; actives lie on both sides; in the data active = binding response below about 49% or above about 150%; inactive = in between;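 also: fluorescent Galphao activated with aluminum fluoride binding bead-coupled RGS4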
Pf gametocyte = P. falciparum stage V gametocyte viability inhibition; 150,000 tested, 0.065% active; inhibition, % at 10.9 µM; P. falciparum stage V gametocytes, ATP luminescence, 24 h; AID 743093;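 active = inhibition above the mean plus 3 SD of compounds within the control limits, set per campaign, cut at about 38% in these data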;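 also: 0% = DMSO wells and 100% = medium only without gametocytes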
Mcl1 Noxa PPI = Mcl-1/Noxa interaction inhibition; Q07820; TR-FRET Mcl-1/Noxa peptide binding, 2 h; inhibition, % at 21.7 µM; 220,000 tested, 1.5% active; AID 1022;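 active = compounds that cut the protein-peptide binding signal by more than 50% relative to plate controls in a single-dose test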;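 also: His-tagged Mcl-1 with rhodamine Noxa BH3 peptide and terbium anti-His antibody; 0% = Mcl-1 plus Noxa peptide wells and 100% = peptide-only wells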
Bim-Mcl-1 = human Bim-Mcl-1 interaction inhibition | Q07820 | Bead-based flow cytometry, Bim peptide-Mcl-1 binding | inhibition, % at 10 µM | 190,000 tested, 0.1% active; in the data active = inhibition above about 40%;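 also: 0% = no compound tracer wells and 100% = peptide blocker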
RGS7-Gao reg = human RGS7-Galphao interaction regulation; binding response (% of control), % at 10 µM; Multiplexed bead flow cytometry, RGS7-Galphao binding; actives lie on both sides; P09471; 220,000 tested, 0.35% active; AID 1439; in the data active = binding response below about 49% or above about 150%; inconclusive = no clear call, values can overlap the other calls; inactive = in between;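 also: fluorescent Galphao held in activated GDP-AlF4 state binding bead-coupled RGS7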
GSH bead fluor = GSH bead compound fluorescence profile | 190,000 tested, 0.25% active | GSH beads flow cytometry, compound fluorescence 488/530 nm; stronger effect = higher value | AID 1776 | fluorescence (KMESF) at 10 µM; in the data active = fluorescence above about 89;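 also: glutathione beads carrying GST-tagged Bcl family fusion proteins plus one bare bead set; values are compound well signal with DMSO vehicle wells as background; inactives centre near 16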
An asterisk follows results filed as active; ? = inconclusive; / = not tested or not shown. Hits appear at their usual frequency, and some 3.3% of all compounds hit somewhere here.

Structure	Avidin fluor	RGS8-Gao	ABCG2 inh	ABCB1 block	Mcl1 Bid PPI	RGS4-Gao reg	Pf gametocyte	Mcl1 Noxa PPI	Bim-Mcl-1	RGS7-Gao reg	GSH bead fluor
O=C(NCn1cnccc1=O)c1ccccc1	8	102	1	0.2	-6	96	/	25	1	93	11
Cn1c(=O)c2c(nc(N3CCNCC3)n2Cc2ccccc2Cl)n(C)c1=O	10	110	-1	-0.4	-12	107	/	-5	-2	108	9
OCCCc1cn(-c2ccccc2)c2ccccc12	14	99	4	-0.1	-29	100	-11	18	-4	101	9
COC(=O)Cn1cc(C(=O)C2CC2)c2ccccc21	10	98	2	0.5	-1	93	/	6	-3	103	31
O=C(CSC1=NCCN1)NC12CC3CC(CC(C3)C1)C2	23	104	2	0.4	-48	100	/	12	-5	101	12
CCOc1ccc(CN2CCN(C3CCSCC3)CC2CCO)cc1 (stereo unspecified)	2	104	0	0.0	-43	100	15	-3	-1	100	9
C=CCn1cnc2c(nnn2-c2ccc(C)c(C)c2)c1=O	5	103	5	0.2	-21	98	20	-5	-2	99	19
CCCc1nn(C)c2c1C(c1cccnc1)C(C#N)=C(N)O2 (stereo unspecified)	6	107	-1	0.1	-15	104	/	16	-3	107	39

Structure	Avidin fluor	RGS8-Gao	ABCG2 inh	ABCB1 block	Mcl1 Bid PPI	RGS4-Gao reg	Pf gametocyte	Mcl1 Noxa PPI	Bim-Mcl-1	RGS7-Gao reg	GSH bead fluor
Clc1ccc(N2CCN(/N=C/c3ccncc3)CC2)cc1	11	102	/	/	-1	104	20	7	/	?	/
COc1cccc(C2CC(C(F)(F)F)n3ncc(C(=O)NCc4ccco4)c3N2)c1 (stereo unspecified)	12	102	10	0.7	-48	100	/	1	-3	98	31
O=C(Nc1ccc(C2=NCCN2)cc1)c1ccc(C(=O)Nc2ccc(C3=NCCN3)cc2)c([N+](=O)[O-])c1	5	106	/	/	34	102	/	67*	/	/	/
C/C(=N/NC(=O)c1cccs1)c1cccc(NC(=O)C2CC2)c1	/	100	1	0.2	-19	97	-3	12	0	97	7
Cc1ccc(S(=O)(=O)NC(=O)Nc2ccccc2)cc1	12	102	3	0.2	-5	97	5	12	0	99	10
O=C(NCc1nnc(SCC(=O)N2CCOCC2)o1)c1cccs1	8	100	-1	-0.8	-8	104	/	11	-3	104	20
CC1(C)CC(=O)C2=C(C1)N(CCN1CCOCC1)C1=C(C(=O)CC(C)(C)C1)C2c1ccc(Cl)c([N+](=O)[O-])c1	10	96	4	8.3	-22	96	3	4	0	?	14
CCOc1c2ccc(C(=O)NCc3ccc(C)cc3)cc2nn1CC	11	96	0	-0.1	-23	94	/	5	0	93	20

Record cards (already shown). Screens in order: Avidin fluor, RGS8-Gao, ABCG2 inh, ABCB1 block, Mcl1 Bid PPI, RGS4-Gao reg, Pf gametocyte, Mcl1 Noxa PPI, Bim-Mcl-1, RGS7-Gao reg, GSH bead fluor
`Clc1ccc(N2CCN(/N=C/c3ccncc3)CC2)cc1` is entered as 11, 102, /, /, -1, 104, 20, 7, /, ?, /
`O=C(Nc1ccc(C2=NCCN2)cc1)c1ccc(C(=O)Nc2ccc(C3=NCCN3)cc2)c([N+](=O)[O-])c1` is entered as 5, 106, /, /, 34, 102, /, 67*, /, /, /
`Cc1ccc(S(=O)(=O)NC(=O)Nc2ccccc2)cc1` is entered as 12, 102, 3, 0.2, -5, 97, 5, 12, 0, 99, 10
`O=C(NCc1nnc(SCC(=O)N2CCOCC2)o1)c1cccs1` is entered as 8, 100, -1, -0.8, -8, 104, /, 11, -3, 104, 20

Next section
Structure	Avidin fluor	RGS8-Gao	ABCG2 inh	ABCB1 block	Mcl1 Bid PPI	RGS4-Gao reg	Pf gametocyte	Mcl1 Noxa PPI	Bim-Mcl-1	RGS7-Gao reg	GSH bead fluor
O=C(Cn1cncn1)NCc1ccc(Cl)cc1	12	102	-3	8.4	-1	100	/	0	-3	97	32
O=C(NN1C(=O)/C(=C/c2ccc(O)c([N+](=O)[O-])c2)SC1=S)c1ccccc1Cl	6	101	-1	-0.7	0	100	15	32	2	95	13
O=C(Cn1cc(CCO)nn1)N1CCNCC1	5	129	2	0.9	18	116	9	25	0	128	20
C=CCN=C(NC#N)SCC(=O)c1cccc(OC)c1	0	84	-4	-4.2	-21	75	/	-5	-1	85	26
COc1cccc(-c2nc(CSCC(=O)N3CCc4ccccc43)c(C)o2)c1	5	93	50	1.1	15	99	0	17	-13	94	33
Cc1csc(NC(=O)CSc2nnc(-c3ccncc3)n2C)n1	4	106	2	1.0	-16	118	/	12	1	111	42
CCOC(=O)c1ccc(NC(=O)CSc2nc(SC)ns2)cc1	10	98	0	2.4	-7	103	-4	12	0	101	12
NNC(=O)c1ccc(COc2ccc3c(c2)CCC3)cc1	22	100	0	0.0	-2	97	1	12	-3	98	16

Structure	Avidin fluor	RGS8-Gao	ABCG2 inh	ABCB1 block	Mcl1 Bid PPI	RGS4-Gao reg	Pf gametocyte	Mcl1 Noxa PPI	Bim-Mcl-1	RGS7-Gao reg	GSH bead fluor
Cc1cc(C(=O)N2CCN(c3ncccn3)CC2)c2cc(F)ccc2n1	8	101	0	0.1	5	101	-9	-1	2	100	5
CC(C)OC(=O)CSc1nc2ncccc2[nH]1	12	98	0	0.2	-8	102	/	10	2	107	35
CC(C)CCNC(=O)CN(C(=O)CCC(=O)Nc1ccccn1)c1ccc2c(c1)OCO2	5	95	1	0.3	-3	102	/	10	-1	94	32
C/C(=C1/SC(N2CCCC2)=NC1=O)c1ccc(Br)cc1	27	96	3	0.6	5	103	/	-2	-2	100	18
O=C1Cn2c(nc3ccccc32)-c2ccccc2N1	9	96	2	0.4	-20	92	/	-6	-4	97	16
Cc1ccc(CNC(=O)CO/N=C/c2ccc(C(C)(C)C)cc2)cc1	6	103	-1	0.5	-3	102	-1	3	-5	100	10
CN1N=C(/C=C/c2ccccc2)CCC1=O	7	97	2	0.4	-1	104	/	9	-4	104	14
COc1cc(/C=C2\C(=N)N3N=CSC3=NC2=O)cc(Br)c1OC(=O)c1ccco1	9	100	4	33	-40	102	6	29	-3	102	14

Looked up by compound from above:
Structure	Avidin fluor	RGS8-Gao	ABCG2 inh	ABCB1 block	Mcl1 Bid PPI	RGS4-Gao reg	Pf gametocyte	Mcl1 Noxa PPI	Bim-Mcl-1	RGS7-Gao reg	GSH bead fluor
CCCc1nn(C)c2c1C(c1cccnc1)C(C#N)=C(N)O2 (stereo unspecified)	6	107	-1	0.1	-15	104	/	16	-3	107	39
C=CCn1cnc2c(nnn2-c2ccc(C)c(C)c2)c1=O	5	103	5	0.2	-21	98	20	-5	-2	99	19

(next part)
Structure	Avidin fluor	RGS8-Gao	ABCG2 inh	ABCB1 block	Mcl1 Bid PPI	RGS4-Gao reg	Pf gametocyte	Mcl1 Noxa PPI	Bim-Mcl-1	RGS7-Gao reg	GSH bead fluor
Cc1ccc(NC(=O)CSc2nc(=O)cc(N)n2-c2ccccc2)cc1	33	103	0	0.1	-10	102	/	6	-2	104	19
Cc1c(Cl)c([N+](=O)[O-])nn1CCCC(=O)Nc1cccnc1	8	101	6	0.7	-3	98	-8	13	-1	101	18
O=C(COC(=O)COc1ccc2ccccc2c1)Nc1cc(C(F)(F)F)ccc1N1CCOCC1	11	103	24	0.4	9	103	-13	20	-3	103	11
O=C(NCc1ccco1)c1ccc(Cn2c(=O)c3sccc3n(Cc3ccc(F)cc3)c2=O)cc1	7	99	3	11	-10	102	/	9	-1	99	27
Cc1ccc2nc(-c3ccc(NS(=O)(=O)c4ccc(F)c(F)c4)cc3)sc2c1	2	98	-3	-1.3	19	95	-6	17	-1	96	7
N#CC1=C(N)Oc2cc(N)ccc2C1c1ccsc1 (stereo unspecified)	12	91	-4	-0.5	-37	94	/	18	2	98	10
CC(=O)NCCC(Cc1ccccc1)c1ccco1 (stereo unspecified)	27	98	46	0.7	-6	99	4	-12	-2	102	33
O=C(Nc1ccccc1)c1cccc(S(=O)(=O)Oc2ccc([N+](=O)[O-])cc2)c1	9	106	5	0.3	3	101	-42	6	-4	104	12

Structure	Avidin fluor	RGS8-Gao	ABCG2 inh	ABCB1 block	Mcl1 Bid PPI	RGS4-Gao reg	Pf gametocyte	Mcl1 Noxa PPI	Bim-Mcl-1	RGS7-Gao reg	GSH bead fluor
Cc1cc(C)c2nncn2n1	9	103	/	/	-69	101	-23	4	/	?	/
O=C(Nc1ccc(Cl)c(Cl)c1)c1cccc(S(=O)(=O)NCc2cccnc2)c1	13	100	3	0.1	17	100	15	28	0	99	13
Cc1ccc(NC(=O)C2CCN(S(=O)(=O)c3cnc[nH]3)CC2)cc1C	11	100	-5	-1.3	-2	102	0	-5	-3	100	23
CC(=O)Nc1cccc(NC(=O)CSc2ccc(C(F)(F)F)cc2[N+](=O)[O-])c1	5	101	1	-0.1	0	104	16	0	2	107	53
CCCNC(=O)COC(=O)/C(C#N)=C/c1cc(C)n(CCC)c1C	10	97	5	1.2	-36	95	-20	10	5	91	18
Cc1ccc(NC(=O)CCC(=O)NNS(=O)(=O)c2ccccc2)c(C)c1	18	103	1	0.3	-16	106	/	23	0	104	9
O=C(c1cc(=O)[nH]c2ccccc12)N1CCN(c2ccc([N+](=O)[O-])cc2)CC1	7	99	/	/	1	100	-21	10	/	?	/
O=C(CNS(=O)(=O)c1cccc(Cl)c1)OCc1csc(-c2ccccc2)n1	17	100	3	1.5	-11	96	9	-4	-3	98	10
COc1ccc(Cn2c(C)nc([N+](=O)[O-])c2SCC(=O)O)cc1[N+](=O)[O-]	11	106	1	0.4	-16	104	21	1	0	104	14
Cn1c(=O)c2ncn(CC(=O)Nc3ccc4c5c(cccc35)CC4)c2n(C)c1=O	19	94	6	1.6	-5	94	/	8	-4	94	28

Screens as filed in PubChem BioAssay.
